# Screening data as filed in PubChem.
# Hck-Nef inh = inhibitors of human Hck kinase activated by Nef; Recombinant Hck-YEEI plus Nef, Z-Lyte FRET kinase assay; actives 0.68% (n = 220,000); inhibition, % at 20 µM; AID 463187;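 active means Hck-Nef kinase inhibition above about 50%, limit read from the data; inactive means inhibition below that limit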;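 further: 0% = DMSO with Hck plus Nef and 100% = Hck alone without Nef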
# 14-3-3 Bad PPI = disrupts binding of bovine 14-3-3 zeta to phospho-Bad peptide; TR-FRET 14-3-3zeta/Dy647-pBad peptide displacement, 1 h; inhibition, % at 21.7 µM; actives 0.71% (n = 220,000); AID 781;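 active means inhibition above about 70%, limit read from the data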;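 further: 0% = full 14-3-3 plus peptide FRET controls and 100% = background without 14-3-3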
# Target sequence (P63103 whole entry, looked up): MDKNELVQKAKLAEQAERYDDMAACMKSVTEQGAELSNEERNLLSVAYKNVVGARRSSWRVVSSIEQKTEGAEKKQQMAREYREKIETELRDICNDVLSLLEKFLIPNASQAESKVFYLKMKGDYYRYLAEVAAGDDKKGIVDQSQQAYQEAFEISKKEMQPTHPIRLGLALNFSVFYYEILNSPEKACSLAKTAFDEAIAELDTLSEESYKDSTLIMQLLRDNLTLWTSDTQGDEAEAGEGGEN
# FXIa inh = inhibitors of human coagulation factor XIa; P03951; purified FXIa, Boc-Glu-Ala-Arg-AMC fluorogenic substrate; inhibition, % at 5 µM; actives 0.14% (n = 220,000);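 active means inhibition of at least 40%; inactive means inhibition below 40%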;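 further: fluorescence of freed AMC excited at 355 nm; 0% = enzyme without compound and 100% = no enzyme blank; many of its hits are not listed in these tables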
# Target sequence (P03951 19-387 limits assumed): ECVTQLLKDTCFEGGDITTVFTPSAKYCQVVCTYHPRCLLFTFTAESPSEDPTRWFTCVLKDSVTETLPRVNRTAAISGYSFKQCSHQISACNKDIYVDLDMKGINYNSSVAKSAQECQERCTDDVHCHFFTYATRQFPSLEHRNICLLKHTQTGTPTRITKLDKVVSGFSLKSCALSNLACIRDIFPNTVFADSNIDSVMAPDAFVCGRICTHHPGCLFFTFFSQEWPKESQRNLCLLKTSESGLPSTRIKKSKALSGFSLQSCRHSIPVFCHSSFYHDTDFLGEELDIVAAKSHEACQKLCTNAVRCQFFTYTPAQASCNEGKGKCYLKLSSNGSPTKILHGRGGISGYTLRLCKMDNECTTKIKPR
# Target sequence (P03951 388-625 limits assumed): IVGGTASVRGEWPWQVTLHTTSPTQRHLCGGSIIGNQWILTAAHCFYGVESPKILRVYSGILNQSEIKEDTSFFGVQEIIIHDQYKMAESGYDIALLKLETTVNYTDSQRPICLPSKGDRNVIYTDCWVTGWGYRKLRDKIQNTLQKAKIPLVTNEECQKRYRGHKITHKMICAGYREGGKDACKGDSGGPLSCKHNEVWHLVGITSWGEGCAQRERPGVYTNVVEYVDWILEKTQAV
# thrombin 1536 = thrombin (human) inhibition; P00734; alpha-thrombin, Boc-VPR-AMC fluorogenic substrate cleavage; inhibition, % at 5 µM; actives 0.26% (n = 220,000);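 active means inhibition at or above 40%; inactive means inhibition below 40%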;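 further: 0% = enzyme with no compound and 100% = wells without enzyme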
#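 System – human alpha-thrombin · Medium – pH 7.5 Tris (50 mM) with NaCl 150 mM, Tween 20 0.05% · Compound – single-point dosing at 5 µM, 0.2% DMSO · Incubation – enzyme reaction carried out at room temperature · Technique – fluorescence of released AMC, ex 355 nm, em 460 nm · Read-out basis – % inhibition of thrombin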
# Runt-SMMHC FRET = Runt domain-CBFb-SMMHC interaction inhibition; Cerulean-Runt/Venus-CBFb-SMMHC FRET ratio 530/480, 1 h; inhibition, % at 20 µM; actives 0.74% (n = 220,000);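 active means mean inhibition across duplicate retests at 20 µM reaching about 50%, limit read from the data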;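 further: 0% = DMSO wells and 100% = wells with excess untagged CBFb-SMMHC; inhibitors lower the FRET ratio by blocking Runt binding to CBFb-SMMHC; some results filed as inactive read as strong as hits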
# Wee1 degr inh = human Wee1 degradation inhibition, primary screen. actives 1.2% (n = 220,000). HeLa Luc-Wee1K328M stability, luciferase luminescence; 100% = proteasome inhibitor MG132 effect. reporter increase, % at 5 µM;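 active means activation above the mean of all tested compounds plus 3 SD, set per screening run, cut at about 8.8% in these data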;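 further: cells exposed to compound for 20 h before luminescence read; 0% = DMSO alone and 100% = MG132 at 30 µM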
# FXIIa inh = factor XIIa (human) inhibition; P00748; purified FXIIa, Boc-QGR-AMC fluorogenic substrate, 2 h; inhibition, % at 5 µM; actives 0.3% (n = 220,000); AID 800; in the data active means inhibition above about 40%;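 further: 0% = enzyme with no compound and 100% = blank without enzyme; many of its hits are not listed in these tables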
# Runt-CBFb FRET = blocks binding of human RUNX1 Runt domain to CBFb; inhibition, % at 20 µM; Cerulean-Runt/Venus-CBFb FRET ratio 530/480, 1 h; AID 1496; actives 0.46% (n = 220,000); Q01196+Q13951;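 active means inhibition over about 50% at 20 µM in the single-dose screen, limit read from the data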;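 further: 0% = DMSO wells and 100% = excess unlabeled CBFb competitor control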
#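 Reagent – Venus-CBFb binding partner, 100 nM · Assay system – Cerulean-tagged RUNX1 Runt domain (FRET donor) fusion protein · Input – 100 nM per protein · Incubation – two 1 h room-temperature incubations shielded from light · Measured by – FRET fluorescence · Medium – Tris buffer pH 7.5 with salts and BSA · Benchmarks – unlabeled CBFb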
# hK5 inh = inhibitors of human kallikrein 5 | recombinant hK5, fluorogenic AMC substrate cleavage | inhibition, % at 5 µM | actives 0.59% (n = 210,000) | Q9Y337;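 active means inhibition of 40% or more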;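 further: 0% = enzyme controls without compound and 100% = no-enzyme blanks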
# Target sequence (Q9Y337 67-293 limits assumed): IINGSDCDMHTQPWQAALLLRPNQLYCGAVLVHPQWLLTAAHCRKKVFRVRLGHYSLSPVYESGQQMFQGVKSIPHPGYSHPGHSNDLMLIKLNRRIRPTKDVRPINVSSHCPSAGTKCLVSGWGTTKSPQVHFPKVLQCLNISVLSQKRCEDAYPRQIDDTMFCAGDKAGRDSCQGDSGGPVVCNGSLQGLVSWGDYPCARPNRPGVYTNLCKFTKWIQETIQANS
# * = called active by the depositor; . = not tested or not shown; [ ] = remark or other dose.
SMILES,Hck-Nef inh,14-3-3 Bad PPI,FXIa inh,thrombin 1536,Runt-SMMHC FRET,Wee1 degr inh,FXIIa inh,Runt-CBFb FRET,hK5 inh
CC(=O)Oc1c(Sc2ccccc2[N+](=O)[O-])c(C)nn1C(C)(C)C,27.6,12.4,-6.1,-6.7,1.5,4.1,0.9,1.7,-3.7
Nc1[nH]nc2nc(NCc3ccccc3)c3c(c12)CCN(Cc1ccccc1)C3,3.0,-13.8,5.8,4.5,-0.3,1.7,10.9,0.0,4.5
CN1CCN(C(=O)c2cc(Cl)cc(Cl)c2NC(=O)c2ccco2)CC1,16.1,-4.8,-0.5,-3.7,-0.3,-0.5,4.9,-0.9,-3.0
O=[N+]([O-])c1ccc2c(c1)CNc1ccccc1O2,19.0,-28.3,0.7,2.3,-1.2,-0.1,8.0,-0.7,2.4
COc1c(OC(C)=O)ccc(/C=N\NC(=O)c2ccc(Br)cc2)c1[N+](=O)[O-],18.3,-9.9,0.4,12.3,-0.8,-1.2,11.6,-3.0,-1.8
O=C(c1ccccc1)c1ccc2ccccc2n1,0.6,2.1,5.0,-21.7,0.5,-0.7,-3.7,-1.9,3.8
COc1ccc(N=C2NC(=O)/C(=C/c3ccc(O)c(OC)c3)S2)cc1,29.9,-10.3,7.0,-1.2,-86.8,-0.3,8.5,-31.8,-19.3
OC(c1ccccc1)(c1ccccc1)C1CCN(C(=S)NCCc2ccccc2)CC1,-6.6,-5.0,0.7,-1.9,1.3,0.1,7.0,1.2,3.4
Cc1cc(C)c2nc(SCc3ccc([N+](=O)[O-])cc3)nc(C)c2c1,2.3,2.8,-2.4,-2.7,0.4,-0.6,7.2,.,-1.3
COc1ccc(CNC(=O)C2CCCN2)cc1OC (stereo not given),19.6,25.2,-4.8,-10.8,-2.0,2.1,3.9,0.0,-3.7

# 5 entries from above, sorted by their value in Hck-Nef inh, low to high.
SMILES,Hck-Nef inh,14-3-3 Bad PPI,FXIa inh,thrombin 1536,Runt-SMMHC FRET,Wee1 degr inh,FXIIa inh,Runt-CBFb FRET,hK5 inh
OC(c1ccccc1)(c1ccccc1)C1CCN(C(=S)NCCc2ccccc2)CC1,-6.6,-5.0,0.7,-1.9,1.3,0.1,7.0,1.2,3.4
O=C(c1ccccc1)c1ccc2ccccc2n1,0.6,2.1,5.0,-21.7,0.5,-0.7,-3.7,-1.9,3.8
CN1CCN(C(=O)c2cc(Cl)cc(Cl)c2NC(=O)c2ccco2)CC1,16.1,-4.8,-0.5,-3.7,-0.3,-0.5,4.9,-0.9,-3.0
COc1c(OC(C)=O)ccc(/C=N\NC(=O)c2ccc(Br)cc2)c1[N+](=O)[O-],18.3,-9.9,0.4,12.3,-0.8,-1.2,11.6,-3.0,-1.8
COc1ccc(CNC(=O)C2CCCN2)cc1OC (stereo not given),19.6,25.2,-4.8,-10.8,-2.0,2.1,3.9,0.0,-3.7

# Next entries follow.
SMILES,Hck-Nef inh,14-3-3 Bad PPI,FXIa inh,thrombin 1536,Runt-SMMHC FRET,Wee1 degr inh,FXIIa inh,Runt-CBFb FRET,hK5 inh
COc1cc(NC(=O)CSc2nnc(C)s2)cc(OC)c1,0.5,-0.5,0.1,-5.3,-3.9,-1.5,6.1,0.2,-5.9
CCOc1ccc(NC(=O)c2ccccc2SC)cc1,-0.5,14.3,0.6,2.8,0.4,-2.5,3.5,1.6,1.4
CC1CCCN(C(=O)C2CCN(CCCc3ccccc3)CC2)C1 (stereo not given),-4.1,19.9[fluorescence artefact?],-1.5,-4.5,-9.5,-2.7,6.0,2.1,11.4
Fc1ccc(COc2ccccc2CNc2nn[nH]n2)cc1,-4.2,-9.4,-4.7,-0.8,1.1,5.1,9.6,-0.1,2.1
COc1ccc(C(CNC(=O)COc2ccc(F)cc2Br)N2CCCC2)cc1 (stereo not given),22.2,-18.4,-0.6,-7.7,-1.2,-2.9,6.5,-0.8,0.3
COc1ccc2cc3cc(C(=O)NCCN4CCN(Cc5ccccc5)CC4)oc3nc2c1,-0.9,-8.8[fluorescence artefact?],-6.2,-11.6,1.4,-1.9,-17.2,-4.8,-17.4
CCS(=O)(=O)N1CCC(C(=O)NCc2ccc(F)cc2)CC1,3.1,19.0,-1.8,-0.5,2.8,2.9,1.5,0.3,14.9
O=[N+]([O-])c1ccc(/C=N/n2cn[nH]c2=S)cc1,104.9*,2.1,5.2,-4.8,2.6,2.7,0.7,7.9,2.0
O=C(O)COc1ccc(C(=O)c2ccccc2)cc1,24.4,-3.4,3.4,-12.6,-2.0,1.3,6.3,-2.2,0.8
O=C(N/N=C/C=C/c1ccco1)c1ccccc1Cl,17.7,5.3,-2.1,4.2,-7.5,1.5,7.7,1.5,1.9
CCn1c(SCC(=O)N/N=C/c2c[nH]c3ccccc23)nnc1-c1ccc(C(C)(C)C)cc1,4.6,-5.3,0.6,2.7,1.9,-2.5,11.1,-5.0,-3.0
CS(=O)(=O)NNC(=O)Cn1nnc(-c2cc(C(F)(F)F)cc(C(F)(F)F)c2)n1,21.2,-0.3,-1.0,-3.5,-1.0,0.3,4.8,-4.3,-0.3
CCNc1nnc(-c2ccc(C)cc2)o1,0.2,-10.2,-1.3,2.0,-2.3,-0.5,4.6,1.7,-5.0
CCC(C)[C@@H](C(=O)N1CCNCC1)n1cc(CCCCN)nn1 (stereo not given in full),-8.0,2.3,0.4,-2.4,0.0,-1.3,6.2,-1.1,1.2
Cn1c(SCc2cccnc2)nc2cccnc21,5.6,3.8[fluorescence artefact?],4.3,-0.3,0.0,3.7,16.3,-2.8,-11.4
COc1cccc(/C=C/C(=O)OCC(=O)Nc2ccc(N3CCOCC3)cc2)c1OC,12.9,-15.0,-5.2,-12.9,-0.1,1.2,1.5,-0.2,-13.2
Clc1ccc(-c2nnc3sc(-c4ccc(Br)o4)nn23)cc1,4.2,-3.1,-2.6,3.2,4.8,-0.4,-1.9,2.1,-36.1
CCc1cccc(CC)c1NC(=O)CSc1nnc(C(C)C)n1CC,6.4,-7.5,-3.8,2.1,-4.5,-3.8,8.9,1.3,-20.8
Nc1nc(NCc2ccco2)nc(NCCO)c1[N+](=O)[O-],12.8,-0.5,-3.4,-0.5,-1.3,0.1,5.6,0.5,0.4
COCCCN(C(C)=O)c1nc(-c2ccc(OC)cc2)cs1,-0.8,-1.0,4.0,1.0,-1.2,5.3,16.4,-4.0,-7.3
Cc1c(NC(=O)C2CCCN(S(=O)(=O)c3cnc[nH]3)C2)c(=O)n(-c2ccccc2)n1C (stereo not given),1.9,4.3[fluorescence artefact?],3.8,-3.5,-2.1,-2.6,13.1,1.1,-7.0
O=C(c1ccc(N2CN(C(=O)c3ccco3)c3nc4ccccc4nc32)cc1)N1CCOCC1,2.8,-8.9,16.3,3.3,5.3,1.4,23.7,-0.2,0.3
C/C(=N\n1c(C)nc2ccccc2c1=O)c1ccc(C)o1,4.2,4.7,-5.9,-2.1,2.1,0.3,5.7,-0.7,6.7
CCCC12CN3CCN(CC(C3)/C1=N\NC(=O)c1ccc(F)cc1)C2,21.2,-10.7,-4.0,-10.6,4.4,3.0,8.7,-0.6,-7.1
CCN(CC(=O)NC1CCS(=O)(=O)C1)c1nc(-c2ccccc2)nc2ccccc12 (stereo not given),0.7,6.1,2.7,3.3,3.6,-0.9,-5.6,-1.7,-12.7
COC(=O)c1cccc(NC(=S)Nc2cccc(Cl)c2Cl)c1,1.2,-3.5[fluorescence artefact?],1.9,-12.6,1.4,-1.5,11.4,1.8,-7.8
O=C(NC12CC3CC(CC(C3)C1)C2)c1ccc(-c2cccc(Cl)c2)o1,5.3,0.0,4.4,-1.5,2.8,-0.5,2.9,4.2,-7.6
COc1ccc2cc(C3(C)NC(=O)N(CC(=O)NCc4ccco4)C3=O)ccc2c1 (stereo not given),1.7,-7.3[fluorescence artefact?],0.6,-10.4,2.9,1.2,13.8,0.9,-18.0
COCCNC(=O)c1c(CSc2ccccc2)noc1C(=O)NCc1ccccc1,26.2,-0.6,4.5,4.7,0.0,.,13.3,0.7,3.3
CCOC(=O)N1CCN(S(=O)(=O)c2ccc(C)cc2)C1c1ccccc1 (stereo not given),3.4,3.0,-1.2,-7.3,2.3,-0.1,-2.7,-3.3,-1.6
COC(=O)c1ccccc1NC(=O)COC(=O)c1ccccc1N=Nc1ccc(N(C)C)cc1,7.3,-5.4,0.2,0.4,-5.8,-3.6,10.1,-5.6,-1.3
CC(SCc1ccccc1)C(=O)NN=C1CCN(C)CC1 (stereo not given),-1.6,-3.5,-10.1,-2.9,0.6,0.0,-3.3,-0.6,7.0
CCOC(=O)NC(Nc1ncccn1)(C(F)(F)F)C(F)(F)F,-1.0,3.6,0.4,-5.9,-0.8,-1.1,20.6,12.1,-8.3
CCOC(=O)Cc1cnc(NC(=O)CSc2nc(N)cc(N)n2)s1,-1.2,-2.2,-1.4,-3.6,0.6,-3.2,-5.7,2.1,-7.2
S=C(NCCc1ccccc1)N/N=C/c1ccc(Cl)cc1,11.5,-4.1,-1.9,-8.0,0.5,4.4,2.9,-0.6,-3.7
O=C(Cn1c(-c2cncs2)nc2ccccc21)NCCc1ccccc1,1.0,-5.1,3.8,-4.3,1.3,1.4,9.2,2.4,-23.2
CCc1ncc(C(O)c2cccc3ccccc23)n1C (stereo not given),-0.7,-2.4[fluorescence artefact?],2.2,10.7,-0.3,-3.2,-5.3,-2.0,17.8
CC(C)(C)c1cc(CN2CCC(O)CC2)cc(C(C)(C)C)c1O,1.0,16.8,-7.7,-4.1,4.0,0.3,2.0,-1.0,-9.7
OC1CCN(c2ncnc3nc[nH]c23)CC1,-4.6,10.4,9.9,-1.4,2.4,-0.5,17.4,-0.4,-1.0
Cc1nn2c(COc3ccc(NC(=O)C(C)C)cc3)nnc2c2ccccc12,8.9,84.5*,-3.3,0.3,-0.9,-3.8,-0.3,.,-18.1
CCOc1cccc(OCCCCN2CCCCC2)c1,-1.9,9.2,6.5,-23.5,-1.9,-3.5,-1.8,0.2,0.7
O=c1c2nnn(Cc3ccccc3)c2ncn1-c1ccccc1,0.6,1.6,-4.1,-9.0,-0.5,-1.1,3.5,0.8,-21.5
Cc1ccc(C)c(N(C(=O)c2nsc(Cl)c2Cl)C(C(=O)NC2CCCC2)c2ccc(O)cc2)c1 (stereo not given),-0.8,14.3,-7.5,-8.7,1.8,-2.2,-0.6,-1.3,-12.4
COC(=O)CN(c1ccccc1)S(=O)(=O)c1ccc(F)cc1,5.6,10.2[fluorescence artefact?],5.2,3.3,-8.1,-3.6,10.0,-1.6,-20.4
C(=C\c1cccc2ccccc12)/c1nnc(-c2cccs2)o1,4.2,-6.8,-8.0,-3.5,2.5,0.7,6.3,0.1,-39.4
NC(=O)CCn1cnc2ccccc21,11.1,-4.2,-5.8,-9.0,1.1,3.7,-2.9,-0.3,-3.1
Cc1cccc(NC(=O)c2ccc(C(=O)Nc3cccc(C)c3)nc2)c1,3.9,2.0,-1.2,-7.5,-1.1,1.2,4.5,-2.3,-14.6
COc1ccc(-c2nnc(SCC(=O)NCc3ccco3)o2)cc1,0.7,-2.0,7.5,-1.3,-2.1,-1.8,10.0,1.6,0.3

# Random draw from the library, and some 4.2% of all compounds hit somewhere here.
